# KDM4E inh – qHTS Assay for Inhibitors of Human Jumonji Domain Containing 2E (JMJD2E) | AID 2147, 2009 | hit rate 1.6% among 230,000 | Potency, µM (top dose mostly 57.1 µM), inactives show top-dose activity change, negative = inhibition, hits mostly inhibitors | Lysine-specific demethylase 4E (Homo sapiens), B2RXH2 | JMJD2E catalytic domain, FDH-coupled NADH fluorescence (FDH is formaldehyde dehydrogenase); active means well fitted inhibition curve with a large enough effect, not every such curve was filed as active; inconclusive means small, poorly fitted or top-dose-only effect, or another doubt; inactive means no such curve, though single readings can be large or run the other way;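 further: 0% = wells with enzyme and -100% = buffer wells without enzyme; nearly all actives have a fitted effect of over 50% in size; many of its hits are not listed in these tables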
# Target sequence (B2RXH2 1-337 limits assumed): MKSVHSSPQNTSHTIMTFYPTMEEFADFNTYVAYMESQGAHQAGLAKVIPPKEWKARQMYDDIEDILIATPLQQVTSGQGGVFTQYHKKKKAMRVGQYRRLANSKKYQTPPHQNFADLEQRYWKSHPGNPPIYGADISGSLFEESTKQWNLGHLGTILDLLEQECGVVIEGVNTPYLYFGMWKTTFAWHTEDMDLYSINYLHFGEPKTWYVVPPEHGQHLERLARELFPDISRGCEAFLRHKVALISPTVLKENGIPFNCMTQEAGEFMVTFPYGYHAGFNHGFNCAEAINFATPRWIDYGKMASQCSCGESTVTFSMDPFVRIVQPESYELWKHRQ
# SMN2 splice up – qHTS Assay for Enhancers of SMN2 Splice Variant Expression. HEK293 SMN2-luciferase splicing reporter, luminescence, 30-36 h. Potency, µM (top dose mostly 46.1 µM), for the others: at the highest dose activity change, positive = activation, usual class: activators. hit rate 2.8% among 210,000; further: % of control where 0% means no effect; nearly all actives have a fitted effect of over 55% in size
#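 qHTS luciferase splicing reporter: luminescence rises when SMN2 exon 7 is included in transfected HEK293 cells. Compound exposure lasted 30-36 h at 37C, with 4.5 mM final sodium butyrate as control, followed by a ONE-Glo read.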
# IMPase Li inh – qHTS Assay for Identifying the Cell-Membrane Permeable IMPase Inhibitors: Potentiation with Lithium. Potency, µM (series often up to 59.4 µM), inactives show at the highest dose activity, negative = IMPase inhibition, actives largely listed as inhibitors. hit rate 0.35% among 210,000. CHO-M1 cells, IP1 TR-FRET (IP-One), carbachol + lithium;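 further: IP1 builds up when IMPase is blocked and the TR-FRET signal falls; plate controls were basal vehicle for no effect and high inhibitor control for full effect; nearly all actives have a fitted effect of over 50% in size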
#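 CHO cells stably expressing M1 receptor (2000/well, cultured 16–30 h) treated 30 min at 37C with compound plus low lithium. Cytosolic IP1 by TR-FRET (665/620 ratio and 620 channel) after 10 min lysis; AC50 by Hill fit.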
# RECQ1 helicase – qHTS Assay for Inhibitors of RecQ-Like Dna Helicase 1 (RECQ1); ATP-dependent DNA helicase Q1 (Homo sapiens), P46063; RECQ1 DNA unwinding, red fluorescence kinetic read; Potency, µM (series often up to 57.3 µM), without a hit: top-dose activity, negative = inhibition, most hits filed as inhibitors; hit rate 0.54% among 240,000;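 further: plate controls were vehicle for no effect and no enzyme for full effect; nearly all actives have a fitted effect of over 30% in size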
# Target sequence (P46063 whole entry, looked up): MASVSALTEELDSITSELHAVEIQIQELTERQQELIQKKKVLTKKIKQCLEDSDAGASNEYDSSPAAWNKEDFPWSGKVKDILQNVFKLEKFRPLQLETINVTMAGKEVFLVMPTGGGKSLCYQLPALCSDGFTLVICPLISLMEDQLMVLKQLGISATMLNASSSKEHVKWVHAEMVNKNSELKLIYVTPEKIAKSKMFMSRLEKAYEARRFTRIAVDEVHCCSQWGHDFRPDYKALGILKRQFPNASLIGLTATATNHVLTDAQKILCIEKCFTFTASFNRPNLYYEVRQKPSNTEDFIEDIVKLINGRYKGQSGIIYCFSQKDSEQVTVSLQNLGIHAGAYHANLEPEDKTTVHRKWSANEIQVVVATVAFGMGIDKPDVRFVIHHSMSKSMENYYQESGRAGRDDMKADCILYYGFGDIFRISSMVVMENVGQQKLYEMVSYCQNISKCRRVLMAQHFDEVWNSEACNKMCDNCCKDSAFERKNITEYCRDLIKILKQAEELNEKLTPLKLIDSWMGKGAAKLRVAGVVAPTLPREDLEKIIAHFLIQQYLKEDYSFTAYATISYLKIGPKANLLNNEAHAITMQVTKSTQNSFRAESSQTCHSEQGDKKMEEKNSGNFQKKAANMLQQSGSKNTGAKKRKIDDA
#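 50 nM RECQ1T1 preincubated 15 min with compound in Tris pH 8.0 buffer with MgCl2, DTT, Tween-20 and 2.5 ug/ml poly(dI-dC); started with 200 nM TAMRA/BHQ-2 forked duplex and 2 mM ATP. Unwinding read as fluorescence (525/598 nm), two reads 2 h apart.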
# KinaseGlo FLuc – Counterscreen for Luciferase (Kinase-Glo TM) Inhibition | Luciferin 4-monooxygenase (Photuris pensylvanica), Q27757 | Kinase-Glo luciferase, ATP luminescence, 8 min | Potency, µM (series often up to 38.3 µM), for inactives: at the top dose activity change, negative = inhibition, hits mostly inhibitors | hit rate 0.28% among 200,000; further: on the % scale 0 is the no-effect control and ±100 the full control effect; nearly all actives have a fitted effect of over 60% in size
#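 Compound is pinned into ATP-containing buffer (10 uM ATP, imidazole pH 7.2, 7 mM MgCl2). Kinase-Glo luciferase reagent is then added. Light output is recorded following an 8-min room-temperature incubation.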
# NPSR antagonist – qHTS Assay for Antagonists of the Neuropeptide S Receptor: cAMP Signal Transduction; Q6W5P4; CHO-NPSR cells, cAMP TR-FRET, antagonist mode; Potency, µM (doses to about 38.3 µM), without a hit: top-dose activity change, negative = inhibition, actives largely listed as inhibitors; hit rate 1% among 220,000; AID 1461, 2008; further: on the % scale 0 is the no-effect control and ±100 the full control effect; nearly all actives have a fitted effect of over 50% in size; many of its hits are not listed in these tables
# Epigenetic derep – Quantitative High-Throughput Screen for Regulators of Epigenetic Control; murine LDR cells, GFP reporter derepression, 30 h; hit rate 0.2% among 280,000; AID 1865, 2009; Potency, µM (series often up to 53.9 µM), for the others: top-dose GFP activation, actives largely listed as activators; further: % of control where 0% means no effect; nearly all actives have a fitted effect of over 60% in size
#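 Derepression of a silenced CMV-GFP reporter in murine LDR cells is scored by enumerating GFP-positive cells with a laser-scanning microplate cytometer after 30 hours of treatment at 37 C.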
# GoLoco inh red – qHTS Assay for Inhibitors of RGS12 GoLoco Motif Activity (Red Fluorophore); Gai1:RGS12 GoLoco peptide FP, rhodamine, 10 min; AID 880, 2007; Guanine nucleotide-binding protein G(i) subunit alpha-1 (Homo sapiens), P63096; Potency, µM (titrated, usually from 61.6 µM), without a hit: top-dose activity, negative = inhibition, hits mostly inhibitors; hit rate 0.44% among 230,000; active means well fitted inhibition curve with a large enough effect, not every such curve was filed as active; inactive means no such curve, though single readings can be large or run the other way; further: on the % scale 0 is the no-effect control and ±100 the full control effect; nearly all actives have a fitted effect of over 30% in size; many of its hits are not listed in these tables
# Numbers without * were called inactive; i = inactive; u = inconclusive; x = not tested or not shown; & = joins results of further samples; [ ] = another dose, or the depositor's remark. Unless noted, the call rests on the fitted dose curve; in most records, active means well fitted curve in the direction sought with a large enough effect; inconclusive means small, poorly fitted or top-dose-only effect, or another doubt; inactive means no such curve, though single readings can be large; an effect the other way counts as inactive or inconclusive. Potency means the concentration at half of the fitted maximal effect.
SMILES,KDM4E inh,SMN2 splice up,IMPase Li inh,RECQ1 helicase,KinaseGlo FLuc,NPSR antagonist,Epigenetic derep,GoLoco inh red
CC/C(C)=N\Nc1nc(-c2cc3cc(OC)ccc3oc2=O)cs1,u,x,x,3%,x,-36%,5.3%,5%
COc1ccc(S(=O)(=O)N2CCN(c3ccccn3)CC2)cc1OC,u,1%,-8%[38.3 µM],-2%,-1%,-28%[46.1 µM],0.3%,-2%
Cc1cc(C)cc(NCCC#N)c1,-5%&-10%,7%,-1%,-2%,3%,-31%&8%,-1.0%&0.0%,35%&-7%[activator]
CCOc1ccccc1NC(=O)C(Sc1nnc2ccccn12)c1ccccc1 (stereo unspecified),-2%,x,x,-9%,x,-12%[46.1 µM],-0.9%,x
Brc1cccc(-c2cnc3n2CCCCC3)c1,-6%,-38%[inhibitor],14%[38.3 µM],i,-3%,0%[46.1 µM],-4.4%,-9%
CC(=O)c1ccc(N2CCN(C(=S)Nc3cccc(F)c3)CC2)cc1,-1%,-18%,2%[38.3 µM],-13%,0%,-16%[46.1 µM],-1.2%,3%
COCCCNC(=S)Nc1cccc(SC)c1,-2%,x,x,i,x,5%,-1.1%,-1%
O=C(O)/C=C\C(=O)Nc1ccccc1C#Cc1ccc(Br)cc1,u,-5%,-7%,-3%,2%,13µM*,0.0%,-2%
Cc1csc(SCC(=O)NCc2ccc3c(c2)OCO3)n1,1%,x,x,1%,x,9%,6.0%,139%[activator]
Cc1ccc(NS(=O)(=O)c2cc(OCC(N)=O)c(C)cc2Cl)cc1C,6%,-62%[inhibitor],14%,-6%,2%,-24%[46.1 µM],0.0%,-1%
CCCCCc1c(O)nc(SCC(=O)NCC2CCCO2)[nH]c1=O (stereo unspecified),-5%,2%,7%,-2%,2%,11%,-1.0%,0%
Cn1ncc2c(Nc3cccc4ccccc34)ncnc21,-2%,2%,30%[38.3 µM],-7%,2%,-8%[46.1 µM],0.8%,4%
COc1ccc(OC)c(NC(=O)C23CCC(C)(C(=O)O2)C3(C)C)c1 (stereo unspecified),9%,10%,3%[38.3 µM],i,2%,-5%[46.1 µM],-1.0%,1%
Cc1ccc(NC(=S)N(Cc2ccco2)C2CCN(C(C)C)CC2)cc1,10%,-11%,1%,-11%,1%,1%[46.1 µM],0.0%,-3%
O=C(NC1CCCCC1)c1ccc(S(=O)(=O)NCc2cccnc2)cc1,0%,-62%[inhibitor],-9%[38.3 µM],-8%,-6%,4%[46.1 µM],1.7%,0%
COc1ccc(S(=O)(=O)NCc2ccc(C(=O)O)cc2)cc1,-4%,3%,-6%,6%,4%,-3%[46.1 µM],-1.0%,-7%
COc1cc(C)c(S(=O)(=O)n2ccc(C)n2)cc1C,3%,-5%,16%[38.3 µM],-4%,-2%,-15%[46.1 µM],-1.0%,-10%
O=C(O)CSCC(=O)N1CCCCC1,9%,x,3%,-8%,-3%,-16%,0.1%,12%
CCN(CC)C(=O)COn1c(SCC(=O)N(CC)CC)nc2ccccc2c1=O,-7%,7%,12%[38.3 µM],-2%,2%,-2%[46.1 µM],1.0%,-3%
CCOc1ccc(C)cc1S(=O)(=O)n1ccc(C)n1,-1%,x,3%[38.3 µM],i,2%,-10%[46.1 µM],-2.1%,-6%

# By substructure, the entries above with two or more sulfur atoms
SMILES,KDM4E inh,SMN2 splice up,IMPase Li inh,RECQ1 helicase,KinaseGlo FLuc,NPSR antagonist,Epigenetic derep,GoLoco inh red
COCCCNC(=S)Nc1cccc(SC)c1,-2%,x,x,i,x,5%,-1.1%,-1%
Cc1csc(SCC(=O)NCc2ccc3c(c2)OCO3)n1,1%,x,x,1%,x,9%,6.0%,139%[activator]

# Next part
SMILES,KDM4E inh,SMN2 splice up,IMPase Li inh,RECQ1 helicase,KinaseGlo FLuc,NPSR antagonist,Epigenetic derep,GoLoco inh red
COc1ccc(NC(=O)C(CCSC)NC(N)=O)cc1Cl (stereo unspecified),2%,7%,-4%,-7%,-6%,8%,-1.1%,-6%
CC(=O)N(Cc1ccccc1C)c1cccc(C)c1C,5%,1%,8%,i,2%,-40%,0.1%,-7%
CCNC(=S)NCc1ccc2c(c1)OCO2,0%,-16%,-5%,-7%,3%,3%,0.1%,1%
COc1ccc(CC(NC(C)=O)C(=O)N2CCN(C(=O)N(C(C)C)C(C)C)CC2)cc1 (stereo unspecified),4%,-4%,6%,-16%,-1%,6%[46.1 µM],0.0%,2%
O=C(Cn1c(=O)oc2cccnc21)Nc1ccccc1Oc1ccc(Cl)cc1Cl,u,x,x,-8%,x,-23%,1.1%,5%
O=C(CCCN1CCC(O)(c2ccc(Br)cc2)CC1)c1ccc(F)cc1,2%[25.5 µM],-4%[20.6 µM],0%,-2%[25.9 µM],-1%[17.1 µM],x,0.0%[16.9 µM],5%[21.6 µM]
COc1ccc(NC(=O)CNS(=O)(=O)c2ccc3nc(C)sc3c2)c(OC)c1,1%,-13%,-8%[38.3 µM],-3%,-7%,-8%[46.1 µM],3.2%,-3%
Cc1cc(C)c(NC(=O)CSc2nnc(SCC(=O)Nc3c(C)cc(C)cc3C)n2N)c(C)c1,1%,-8%,-9%[38.3 µM],-5%,8%,-8%[46.1 µM],-3.6%,-4%
CC(C)(C)c1ccc(C(=O)NC(=S)NNC(=O)c2cccs2)cc1,-11%,-80%[inhibitor],-10%,-4%,-2%,-48%,-5.7%,5%
Cc1cc2cc(CNC(=O)c3ccc(S(=O)(=O)N4CCCCC4)cc3)ccc2[nH]1,5%,-12%,27%[38.3 µM],-16%,2%,-21%[46.1 µM],0.0%,11%
CCOc1ccc(N(Cc2ccc(OC)c(OC)c2)C(=O)c2ccco2)cc1,-2%,x,14%,-8%,-2%,u,1.1%,17%
CCN(CC)S(=O)(=O)c1ccc(NN=C2CCN(C)CC2)c([N+](=O)[O-])c1,-4%,5%,16%,-8%,3%,-10%,-0.2%,2%
COc1ccc(CCN2C(=O)NC(NC(=O)CC(C)C)(C(F)(F)F)C2=O)cc1OC (stereo unspecified),-2%,-15%,-1%,5%,7%,18%,0.0%,15%
COc1ccc(Nc2nc3ccc(C)cn3c(=O)c2/C=N/O)cc1,3%,-18%,11%,-1%,-4%,-25%,-0.1%,-8%
COCC(C)NC(=O)C1CC(=O)N(c2ccc(C)cc2)C1 (stereo unspecified),8%,-1%,-14%[38.3 µM],-24%,1%,-4%[46.1 µM],-0.5%,-5%
CC(=O)NC(CC(=O)Nc1nccs1)c1ccccc1 (stereo unspecified),7%,x,x,i,x,0%[7.67 µM],-2.4%,-3%
CC(C)C(=O)N1CCN(c2ccc([N+](=O)[O-])cc2Cl)CC1,5%,-24%,5%,-13%,2%,-1%,0.0%,9%
CN1CCN(S(=O)C23CC4CC(CC(C4)C2)C3)CC1 (stereo unspecified),2%,12%,-3%,-4%,0%,-7%[46.1 µM],0.0%,-50%
CCOc1ccccc1C(=O)N(CN1CCCC1=O)c1cccc(Cl)c1,-2%,-3%,2%[38.3 µM],-3%,-4%,-2%[46.1 µM],-1.0%,4%
c1ccc(Cc2cc[n+](Cc3ccccn3)cc2)cc1,2%,x,x,0%,x,-21%,0.8%,-11%
O=C(NCCCN1CCOCC1)C(Sc1ccccc1)c1ccccc1 (stereo unspecified),6%,15%,22%[38.3 µM],2%,1%,-2%[46.1 µM],2.3%,4%
CCCn1nc(CC(=O)O)c2ccccc2c1=O,-6%,-3%,18%[38.3 µM],-11%,-4%,-8%[46.1 µM],0.0%,9%
CCCn1c(=S)[nH]c2ccc(C(F)(F)F)cc21,u,2%,5%,-16%,2%,-1%,-1.3%,-4%
CCOC(=O)CSc1nc(-c2ccccn2)ncc1OC,4%,0%,8%,-17%,-2%,-6%,-5.3%,5%
Cc1cc2cc(CCNC(=O)c3cccs3)c(=O)[nH]c2cc1C,u,13µM*,10%,1%,0%,5%,-1.8%,4%
COC(=O)C1OC(=O)C2OC23[C@]2(C)C(OC(C)=O)CC4C(C)(C)C(=O)CC[C@]4(C)C2CC[C@@]13C (stereo partly specified),9%,4%,-2%,-3%,-3%,x,-0.8%,7%
COc1ccc(CCNC(=O)C/C(C)=N/NC(=O)c2ccc(N)cc2)cc1OC,17%,-3%,14%[38.3 µM],1%,2%,-3%[46.1 µM],2.6%,5%
O=[N+]([O-])c1cccc(Cl)c1CSc1ccccn1,u,-1%,17%,i,2%,-1%,-0.5%,-1%
CC(=O)c1ccc(NC(=O)C(=O)c2cn(CC(=O)N3CCCCC3)c3ccccc23)cc1,3%,-11%,-22%,1%,0%,0%,-1.0%,8%
CCn1c(-c2ccc(N)cc2)nc2ccccc21,u,14%,-5%[38.3 µM],-2%,0%,-3%[46.1 µM],-1.1%,-11%
CCOC(=O)C1=C(CSc2nc3c(cc2C#N)CCC3)OC(N)=C(C#N)C1c1ccccc1 (stereo unspecified),38%[activator],6%,-7%[38.3 µM],-4%,0%,-3%[46.1 µM],1.1%,3%
CCCNC(=O)C(C)n1c2ccccc2c2nc(=O)cc(C)n21 (stereo unspecified),u,-5%,-4%[38.3 µM],2%,-3%,-10%[46.1 µM],0.7%,-7%
Cc1ccc(NC(=O)CC(NCCN2CCOCC2)C(=O)O)cc1Cl (stereo unspecified),4%,10%,-4%[38.3 µM],i,-1%,-2%[46.1 µM],-2.2%,7%
CCOC(=O)C1=C(C)NC(=O)CC1c1cc(OC)c(OC)cc1Br (stereo unspecified),-2%,-8%,5%,-3%,0%,3%,1.3%,-1%
COc1cccc(S(=O)(=O)NCc2ccc(C(=O)Nc3ccc(C)cc3)cc2)c1,3%,50%,27%[38.3 µM],6%,-2%,-12%[46.1 µM],2.9%,-1%
C=CCOc1c(Br)cc(/C=N/n2c(CC)n[nH]c2=S)cc1Br,-2%,-13%,19%,i,-4%,-39%,1.1%,-9%

# An excerpt; count on the stated rates, not on these rows.
